Epigenetic mod: derepresses silenced GFP locus in mouse C127i cells; AID 597; mouse C127i GFP locus derepression, cytometry, 30 h; 0.09% of 68,000 active; Potency, µM (doses to about 46.1 µM), without a hit: at the top dose GFP derepression (activation); active = well fitted curve in the direction sought with a large enough effect; inconclusive = small, poorly fitted or top-dose-only effect; note: % of control where 0% means no effect
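Derepression screen: silenced CMV-GFP reporter in murine C127i cells, 30 h compound incubation at 37 C, washed cells imaged by laser-scanning cytometer to enumerate GFP-expressing objects of 20 to 120 um.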
An asterisk follows results filed as active; u = inconclusive; [ ] = another dose, or the depositor's remark. These rows are one share of the data; rates above refer to the full screens.

cpd	Structure	Epigenetic mod
1	Cc1ccc(S(=O)(=O)NCC(=O)OCN2C(=O)c3ccccc3C2=O)cc1	2.6%[20.6 µM]
2	c1ccc(SCc2nc3ccccc3[nH]2)nc1	6.7%[20.6 µM]
3	Cc1nc(SCC(N)=O)[nH]c(=O)c1Cc1ccc(OC(C)C)cc1	7.4%[20.6 µM]
4	COC(=O)c1ccn(C(=O)c2ccc(Cl)cc2)n1	10.5%[20.6 µM]
5	CN(CCCCCNC(=O)/C=N/O)Cc1ccccc1	13.3%[20.6 µM]
6	C=C(C)CSc1nnc2n(C)c(=O)c3c4c(sc3n12)CCC4	-1.9%[20.6 µM]
7	CN1CCN(CCCCOc2ccc(F)cc2)CC1	-0.5%[20.6 µM]
8	COc1ccc(C(=O)Cn2c(N3CCCCC3)nc3c2c(=O)n(C)c(=O)n3C)cc1OC	-2.3%[20.6 µM]
9	CCCCN(CCCC)C(=O)CSc1nnc2n(C)c(=O)c3c4c(sc3n12)CCCC4	3.5%[20.6 µM]
10	CC(C)c1nc2n[nH]c(N)c2c2c1CCCC2	-2.6%[20.6 µM]
11	COC(=O)CCc1c(C)[nH]c(C(=O)OCc2ccccc2)c1C	0.0%[20.6 µM]
12	CCOC(=O)c1c(C(F)(F)C(F)(F)C(F)(F)C(F)(F)F)n[nH]c1C	-2.6%[20.6 µM]
13	c1ccc(OCc2nn3c(-c4ccccn4)nnc3s2)cc1	-3.8%[20.6 µM]
14	c1ccc(CSc2nnc(SCc3ccccn3)s2)nc1	2.4%[20.6 µM]
15	COC(=O)c1ccccc1N1C(=O)[C@@H]2C(c3ccc(Br)cc3)=NO[C@@H]2C1=O	2.4%[20.6 µM]
16	COc1ccc(CCNC(=O)c2ccc(=O)[nH]n2)cc1OC	-2.2%[20.6 µM]
17	CCOCCn1c(SC)nc2c1c(=O)[nH]c(=O)n2C	-2.6%[20.6 µM]
18	CCc1nc(N2CCOCC2)c(C#N)c2c1CCCC2	3.0%[20.6 µM]
19	N#Cc1c2c(c(-c3ccco3)[nH]c1=O)CCCC2	0.0%[20.6 µM]
20	O=C1C2ON(c3ccccc3)C(c3cccnc3)C2C(=O)N1c1ccccc1 (centres undefined)	-3.8%[20.6 µM]
21	COc1ccccc1-c1nnc2sc(C3CCCCC3)nn12	3.8%[20.6 µM]
22	NC(=O)C1CCN(C2OC(=O)c3ccccc32)CC1 (centres undefined)	0.0%[20.6 µM]
23	C=CCn1c(=S)[nH]c2nc3c(cc2c1=O)COC(C)(C)C3	-2.6%[20.6 µM]
24	N#Cc1c(NCCCO)nc(-c2ccccc2)c2c1CCCC2	u
25	C[C@@H]1C[C@H]2[C@@H]3C[C@H](F)C4=CC(=O)C=C[C@]4(C)[C@@]3(F)[C@@H](O)C[C@]2(C)[C@@]1(O)C(=O)CO	2.7%[20.6 µM]
26	O=S(=O)(c1ccccc1)N1CCC(N2CCN(c3ccccc3)CC2)CC1	2.2%[20.6 µM]
27	CCN=C1SC(C(=O)Nc2ccc(Cl)c(Cl)c2)CC(=O)N1CC (centres undefined)	2.3%[20.6 µM]
28	CCN(CC)CCNC(=O)c1c(C)oc2cc(Br)c(OC)cc12	0.0%[20.6 µM]
29	CC1(C)Cc2c(c(-c3ccccc3)nc(N3CCCC3)c2C(N)=O)CO1	0.0%[20.6 µM]
30	O=c1[nH]c(=O)n(Cc2ccco2)c2c1C(C(F)(F)F)(C(F)(F)F)N=C(c1ccco1)N2	2.3%[20.6 µM]
31	COc1ccc(CCNC2CC(C)N(C)CC2C)cc1OC (centres undefined)	-2.4%[20.6 µM]
32	Cc1ccc(C2C3CN(C(C)C)CC=C3C(C#N)=C(N)C2(C#N)C#N)cc1 (centres undefined)	2.6%[20.6 µM]
33	Cc1c(NC(=O)c2coc(=O)c(Br)c2)c(=O)n(-c2ccccc2)n1C	-1.5%[20.6 µM]
34	O=C(c1cccc2ccccc12)N1CCC(N2CCN(c3ccccc3)CC2)CC1	-1.6%[20.6 µM]
35	CCCOC(=O)CSC1=C(C#N)C(c2ccc3c(c2)OCO3)CC(=O)N1 (centres undefined)	2.2%[20.6 µM]
36	COc1cccc(OC)c1-c1nn2c(-c3ccccc3Cl)nnc2s1	-3.8%[20.6 µM]
37	Cc1c(C)[n+](=O)c2c(n1[O-])CCC2	5.3%[20.6 µM]
38	O=C(O)c1ccc(COCC(F)(F)C(F)F)o1	-3.8%[20.6 µM]
39	C=CCc1c(C)c(C#N)c2nc3ccccc3n2c1N1CCN(C)CC1	0.0%[20.6 µM]
40	CSc1nc2[nH]c3c(c2c2nnnn12)CCCC3	0.0%[20.6 µM]
41	CN1CC=C2C(C#N)=C(N)C(C#N)(C#N)[C@H](c3cccc(Cl)c3)C2C1 (some centres undefined)	-0.5%[20.6 µM]
42	Cc1ccc(Cn2ncc3c(N4CCN(c5ccc(C)cc5)CC4)ncnc32)cc1	3.7%[20.6 µM]
43	O=C(O)CC(NCc1ccco1)C(=O)OCC1CCCO1 (centres undefined)	5.0%[20.6 µM]
44	COc1ccc(-c2nnc3sc(-c4c(OC)cccc4OC)nn23)cc1	0.0%[20.6 µM]
45	Cc1ccc2[nH]c3c(N4CCN(Cc5ccc6c(c5)OCO6)CC4)ncnc3c2c1	-0.8%[20.6 µM]
46	Cc1cccc(OCC(=O)N2CCC(N3CCOCC3)CC2)c1	-2.3%[20.6 µM]
47	N/C(CCCN1CCCCC1)=N/O	-4.9%[20.6 µM]
48	CCCCOC(=O)Nc1ccc(S(=O)(=O)Nc2nc(C)cc(C)n2)cc1	-2.6%[20.6 µM]
49	Cc1nc2c(c(=O)n1CC1CCCO1)c1nc3ccccc3nc1n2CCC(C)C (centres undefined)	-1.4%[20.6 µM]
50	CCc1[nH]c(=O)c(C#N)c2c1CSC(C)(C)C2	-0.3%[20.6 µM]
51	CN(C)c1nc2n(c(=O)n1)C(C#N)CS2 (centres undefined)	2.2%[20.6 µM]
52	O=C(OCCN1CCOCC1)c1ccc2c(c1)OCCO2	-8.1%[20.6 µM]
53	CCOc1cccc(-c2nn3c(-c4ccccn4)nnc3s2)c1	-1.5%[20.6 µM]
54	COc1cc(-n2c3nc4ccccc4nc3c3c(=O)n(Cc4ccco4)cnc32)cc(OC)c1OC	-1.6%[20.6 µM]
55	COC(=O)C(NC(=O)c1ccc(F)cc1)(Nc1nc(C)cs1)C(F)(F)F (centres undefined)	7.9%[20.6 µM]
56	CC(C)c1cc(NCCCN2CCOCC2)n2c(nc3ccccc32)c1C#N	-3.7%[20.6 µM]

(listing goes on)
cpd	Structure	Epigenetic mod
57	CCc1[nH]c(=O)c(C#N)c2c1CCCC2	2.6%[20.6 µM]
58	C=CCN=C(NC#N)SCCc1ccccc1	-1.7%[20.6 µM]
59	O=C(NCCN1CCOCC1)c1cc2n(n1)C(C(F)(F)F)CC(c1ccc(F)cc1)N2 (centres undefined)	-0.4%[20.6 µM]
60	CC(C)c1nc(NCCN2CCOCC2)c(C#N)c2c1COC(C)(C)C2	2.6%[20.6 µM]
61	CC(=O)Oc1ccc2c(C)cc(=O)[nH]c2c1	-1.9%[20.6 µM]
62	CC1(C)Cc2[nH]c(=O)c(C#N)cc2CS1	2.2%[20.6 µM]
63	Cc1cccc(C)c1NC(=O)CSCC(=O)c1ccc(O)c(O)c1	-3.7%[20.6 µM]
64	O=C(NCCCN1CCOCC1)C1(c2ccccc2)CCOCC1	2.8%[20.6 µM]
65	Fc1ccccc1-c1nc(N2CCCCC2)c2ccccc2n1	0.0%[20.6 µM]
66	O=C(OCCCN1CCCC1)C1(c2ccccc2)CCCC1	7.7%[20.6 µM]
67	Cc1c(OCc2ccccc2)c(=O)ccn1Cc1ccccc1	2.3%[20.6 µM]
68	O=CNC(=O)c1ccccc1C(=O)O	-4.8%[20.6 µM]
69	COc1ccccc1C1/C(=C(\O)c2ccc3c(c2)OCCO3)C(=O)C(=O)N1CCCN(C)C (centres undefined)	2.2%[20.6 µM]
70	COc1ccccc1Nc1ncnc2c1cnn2-c1cccc(C)c1	15.9%[20.6 µM]
71	CCCCC(=O)NC(Nc1ccc(C)cn1)(C(=O)OCC)C(F)(F)F (centres undefined)	0.0%[20.6 µM]
72	CC(=O)[C@H]1[C@@H]2C(=O)N(c3cccc(Cl)c3)C(=O)[C@@H]2[C@H]2c3ccccc3C=CN21	0.0%[20.6 µM]

Grouped by structure, those above containing a COOH group (three)
cpd	Structure	Epigenetic mod
38	O=C(O)c1ccc(COCC(F)(F)C(F)F)o1	-3.8%[20.6 µM]
43	O=C(O)CC(NCc1ccco1)C(=O)OCC1CCCO1 (centres undefined)	5.0%[20.6 µM]
68	O=CNC(=O)c1ccccc1C(=O)O	-4.8%[20.6 µM]

Compounds shown so far that have bromine, in the order listed:
cpd	Structure	Epigenetic mod
15	COC(=O)c1ccccc1N1C(=O)[C@@H]2C(c3ccc(Br)cc3)=NO[C@@H]2C1=O	2.4%[20.6 µM]
28	CCN(CC)CCNC(=O)c1c(C)oc2cc(Br)c(OC)cc12	0.0%[20.6 µM]
33	Cc1c(NC(=O)c2coc(=O)c(Br)c2)c(=O)n(-c2ccccc2)n1C	-1.5%[20.6 µM]

Next part.
cpd	Structure	Epigenetic mod
73	CCCCOc1ccccc1P(=O)(O)CP(=O)(c1ccccc1)c1ccccc1	-3.5%[20.6 µM]
74	CSc1nc(N)nc(SCC(=O)OC(C)C)c1C#N	-2.6%[20.6 µM]
75	CC(C)(C)n1cnc2cc(NS(=O)(=O)c3ccc(Br)cc3)ccc21	3.7%[20.6 µM]
76	c1coc(-c2nnc3sc(Cc4cccs4)nn23)c1	3.8%[20.6 µM]
77	COCCNc1cc(C)c(C#N)c2nc3ccccc3n12	-0.4%[20.6 µM]
78	CC(C)C1Cc2c(C#N)c(N)sc(=S)c2CO1 (centres undefined)	2.2%[20.6 µM]
79	CCn1nnc(C(=O)O)c1C(=O)O	3.1%[20.6 µM]
80	CC(=O)C1(C)OC(N)=C(C#N)C(c2ccccc2)C1(C#N)C#N (centres undefined)	-0.5%[20.6 µM]
81	CCOC(=O)C1=C(C(C)=O)C(c2cccnc2)C(C#N)=C(N)O1 (centres undefined)	0.0%[20.6 µM]
82	O=C(Nc1ccc2c(c1)OCO2)c1cncc(Br)c1	4.8%[20.6 µM]
83	CC1(C(=O)O)CCC(C(=O)NC2CCCCCC2)C1(C)C (centres undefined)	-2.6%[20.6 µM]
84	CCC12CN3CC(CC)(CN(C1)C3c1c(O)ccc3ccccc13)C2=O (centres undefined)	0.0%[20.6 µM]
85	CCOC(=O)c1[nH]c2ccc(OC)cc2c1NC(=O)CCN1CCN(Cc2ccccc2)CC1	-3.7%[20.6 µM]
86	COC(=O)C(NC(C)=O)(Nc1ccc(Br)cn1)C(F)(F)F (centres undefined)	-0.4%[20.6 µM]
87	O=C(CCN1CCCC1Cc1ccccc1)c1ccc2c(c1)OCCO2 (centres undefined)	-2.3%[20.6 µM]
88	CCN(CC)CCN1C(=O)C(=O)/C(=C(/O)c2ccc(F)cc2)C1c1cccnc1 (centres undefined)	-3.7%[20.6 µM]
89	Cc1ccc(N2CC(C(=O)Nc3ccc(N(C)C)cc3)CC2=O)cc1C (centres undefined)	-3.7%[20.6 µM]
90	C=CCOn1c(=O)c(-c2ccc(OC)cc2)[n+]([O-])c2ccccc21	-2.4%[20.6 µM]
91	CC(C)(C)n1nnc(CCc2nnn(C(C)(C)C)n2)n1	-6.2%[20.6 µM]
92	C=CCn1c(-c2ccc(OC)c(OC)c2)n[nH]c1=S	2.3%[20.6 µM]
93	Clc1ccc(-n2ncc3c(NCCCn4ccnc4)ncnc32)cc1	2.9%[20.6 µM]
94	CC1(C)Cc2c(c(N3CCCCC3)[nH]c(=S)c2C#N)CS1	-0.5%[20.6 µM]
95	CCOc1cccc(-c2nnc3sc(-c4ccc(C)cc4)nn23)c1	0.0%[20.6 µM]
96	COCCCNC(=O)C(C#N)c1nc2ccccc2nc1N1CCCC1 (centres undefined)	3.7%[20.6 µM]
97	Cc1cn2c(-c3ccncc3)nnc2s1	0.0%[20.6 µM]
98	COc1cccc(C(=O)OC2CCCN(C)C2)c1 (centres undefined)	-2.2%[20.6 µM]
99	CCOc1ccc2nc(S(N)(=O)=O)sc2c1	-3.8%[20.6 µM]
100	Oc1ccc(Br)cc1CNn1cnnc1	-1.5%[20.6 µM]
101	CC(C)CN1C(=O)NC(NC(=O)c2cccnc2)(C(F)(F)F)C1=O (centres undefined)	-1.5%[20.6 µM]
102	CCCSc1nc(C)c(CC(=O)O)c(=O)[nH]1	-1.7%[20.6 µM]
103	CCC(=O)NC1(C(F)(F)F)C(=O)Nc2c1c(=O)[nH]c(=O)n2Cc1ccco1 (centres undefined)	0.0%[20.6 µM]
104	CCCCCSc1nc(N2CCOCC2)c2c(c1C#N)CC(C)(C)OC2	2.5%[20.6 µM]
105	CCCCc1nc(NCC2CCCO2)c(C#N)c2c1COC(C)(C)C2 (centres undefined)	-2.6%[20.6 µM]
106	COC(=O)c1ccc(Nc2cc(C)nc(-c3ccccc3O)n2)cc1	18.4%[20.6 µM]
107	COCCCNC(=O)c1c(N)n(/N=C/c2ccccn2)c2nc3ccccc3nc12	3.7%[20.6 µM]
108	O=C(CSc1nc2ccccc2c(=O)n1CC1CCCCC1)N1CCOCC1	7.9%[20.6 µM]
109	CCCCOC(=O)c1ccc(NC(=O)CSc2nncn2C)cc1	0.0%[20.6 µM]
110	Cc1nnc(N2CCCCC2)c2ccccc12	2.2%[20.6 µM]
111	CC1(C)Cc2nc(NCCCO)c(C#N)cc2CO1	2.4%[20.6 µM]
112	CC1(C)Cc2c(C#N)c(NCCN3CCOCC3)nc(-c3ccco3)c2CO1	2.3%[20.6 µM]
113	COC(=O)C1=C(N)Oc2cc(C)[nH]c(=O)c2C1c1ccncc1 (centres undefined)	-1.4%[20.6 µM]

Bioassay records deposited in PubChem by National Center for Advancing Translational Sciences (NCATS).
